CSN inh = CSN deneddylation inhibition; Q92905; Purified CSN, SCF-Nedd8-OG deneddylation, fluorescence polarization; inhibition, % at 12.5 µM; actives 0.38% (n = 360,000);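 active = pattern-corrected inhibition above about 35%, with an unprinted fluorescence ratio check between 0.5 and 1.5, limit read from the data, passing the limit was not always enough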;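 note: 0% = enzyme with substrate and 100% = substrate without enzyme; some results filed as inactive read as strong as hits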
Target sequence (Q92905 whole entry, looked up, one chain of several): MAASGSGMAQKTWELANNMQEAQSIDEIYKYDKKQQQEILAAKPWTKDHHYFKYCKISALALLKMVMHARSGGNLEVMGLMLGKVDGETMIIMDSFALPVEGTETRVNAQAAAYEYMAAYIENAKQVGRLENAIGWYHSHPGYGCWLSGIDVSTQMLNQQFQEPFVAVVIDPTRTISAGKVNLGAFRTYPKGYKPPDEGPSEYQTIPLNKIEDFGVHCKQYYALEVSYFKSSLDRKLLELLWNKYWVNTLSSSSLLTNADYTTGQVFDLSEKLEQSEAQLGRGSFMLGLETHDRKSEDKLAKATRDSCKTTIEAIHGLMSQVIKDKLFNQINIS
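Schedule: reaction 90 min, room temperature / Assay system: HEK293T-derived human Csn5 enzyme / Input: Csn5 at 0.24 nM final / Measure: inhibition of Csn5 cleavage, % / Control set: substrate-only high control, full reaction low control / Technique: fluorescence polarization of the substrate / Buffer or medium: Tris/NaCl/DTT buffer, pH 7.5 / Reagent: SCFSkp2-Nedd8OG substrate at 10 nM final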
FAS TE block = inhibitors of human fatty acid synthase thioesterase domain; recombinant FAS-TE, OMFH fluorogenic substrate, fluorescence endpoint; P49327; actives 0.67% (n = 360,000); AID 602261; inhibition, % at 15 µM;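 active = compounds whose normalised, plate-corrected inhibition of enzyme fluorescence in the single-dose primary screen is 50% or more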;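 note: 0% = DMSO with enzyme and 100% = substrate without enzyme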
Rpn11 inh = Rpn11 (human) deubiquitinase inhibition; O00487; human 26S proteasome, Ub4-pepOG fluorescence polarization; 20S core pre-blocked with epoxomicin; calls only at 20 µM; actives 0.59% (n = 360,000);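 active = inhibition at 20 µM, scaled to each plate's controls, above about 33%, limit read from the data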
Neddyl block = cullin neddylation inhibition. calls only at 25 µM. actives 0.58% (n = 360,000). TR-FRET cullin neddylation, biochemical; in the data active = inhibition above about 36%
SKN-1 inh = C. elegans SKN-1 inhibition | inhibition, % at 21.8 µM | AID 624304 | C. elegans VP596 Pgst-4::GFP/RFP ratio, acrylamide-induced, 24 h | actives 0.49% (n = 360,000);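 active = interference check ratio from 0.5 to 1.5 plus GFP to RFP signal ratio inhibition reaching or exceeding a fixed threshold, cut at about 30% in these data, passing the limit was not always enough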; note: some compounds called inactive have numbers as strong as hits
PABP1 MLLE inh = blocks PAM2 peptide binding to the PABP1 MLLE domain; P11940; GST-MLLE / FITC-PAM2 fluorescence polarization; inhibition, % at 20 µM; actives 0.36% (n = 360,000); AID 588489; in the data active = inhibition above about 35%, passing the limit was not always enough;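 note: plate controls were DMSO wells with GST-MLLE for no effect and wells lacking GST-MLLE protein for full effect; some results filed as inactive read as strong as hits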
Target sequence (P11940 whole entry, looked up, the tested form may be a part): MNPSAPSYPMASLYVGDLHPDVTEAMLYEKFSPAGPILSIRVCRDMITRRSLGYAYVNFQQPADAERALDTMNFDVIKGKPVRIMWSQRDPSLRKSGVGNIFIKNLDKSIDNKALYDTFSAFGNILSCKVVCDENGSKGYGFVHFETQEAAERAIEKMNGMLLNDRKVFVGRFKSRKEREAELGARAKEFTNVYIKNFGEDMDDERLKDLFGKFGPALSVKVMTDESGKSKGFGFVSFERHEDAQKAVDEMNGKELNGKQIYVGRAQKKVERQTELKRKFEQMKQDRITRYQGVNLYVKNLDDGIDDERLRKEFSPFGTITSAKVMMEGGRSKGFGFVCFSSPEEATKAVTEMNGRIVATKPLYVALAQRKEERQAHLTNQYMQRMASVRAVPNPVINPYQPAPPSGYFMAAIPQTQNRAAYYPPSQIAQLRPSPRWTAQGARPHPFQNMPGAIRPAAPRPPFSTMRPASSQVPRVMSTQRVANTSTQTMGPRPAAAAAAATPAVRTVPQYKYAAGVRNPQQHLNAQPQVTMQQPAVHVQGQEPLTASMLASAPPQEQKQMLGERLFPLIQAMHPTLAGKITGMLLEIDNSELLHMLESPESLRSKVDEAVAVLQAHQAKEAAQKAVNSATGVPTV
MT1-MMP act inh = MT1-MMP (human) activation inhibition; P50281; HT1080 RFP-PRO-GFP cells, GFP/RFP ratio fluorescence, overnight; percent of plate control window, DMSO zero; GFP/RFP ratio change, % at 20 µM; actives 0.061% (n = 360,000); AID 651647;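 active = GFP/RFP ratio change of at least 30% with cell ATP level not reduced by more than half and red fluorescence within 50% of control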; note: strong numbers were not always called active
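Material: RFP-PRO-GFP reporter HT1080 cells. Dosing: single-point 20 µM compound, 1% DMSO. Controls: DMSO and RFP-L50D-GFP cell wells. Timing: cells overnight before dosing, compound overnight, 37 °C, 5% CO2. Measure: GFP/RFP fluorescence ratio.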
Rin1 Abl inh = human Rin1-Abl interaction inhibition; AID 588664; actives 0.4% (n = 360,000); TR-FRET Rin1/Abl binding, biochemical; inhibition, % at 7.35 µM; P00519+Q13671; in the data active = inhibition above about 5%, passing the limit was not always enough
NadD inh = inhibitors of Staphylococcus aureus NadD | purified NadD enzyme, colorimetric absorbance read-out | inhibition, % at 20 µM | actives 0.78% (n = 360,000) | AID 602399; in the data active = inhibition above about 26%; note: some compounds past the cut are filed as inactive
An asterisk follows results filed as active; i = inactive; nt = no result given.

Fields – CSN inh | FAS TE block | Rpn11 inh | Neddyl block | SKN-1 inh | PABP1 MLLE inh | MT1-MMP act inh | Rin1 Abl inh | NadD inh
COc1ccc(CCNC(=O)CSc2nnc(-c3ccccc3)o2)cc1OC
 : 0 | -7 | i | i | -17 | 1 | 4 | -4 | 2
Cc1cc(NC(=O)/C=C/C(=O)N(c2ccccc2C)C(C(=O)NC2CCCC2)c2ccc(F)cc2)no1 (configuration not stated)
 : 0 | 6 | i | i | -2 | -4 | -13 | 1 | 1
COc1nc(OC/C(N)=N/O)nc(N2CCOCC2)n1
 : 1 | -9 | i | i | -1 | 2 | -7 | 0 | -1
COc1ccc(CCNC(=S)N2CCC(Cc3ccccc3)CC2)cc1OC
 : -7 | 3 | i | i | 0 | -119 | 0 | 2 | -7
CC1(c2ccncc2)Nc2ccccc2-c2nc3ccccc3n21 (configuration not stated)
 : 1 | -4 | i | nt | -5 | -5 | 10 | -3 | -3
COc1cc([N+](=O)[O-])cc(CN2CCCCC2)c1O
 : 0 | -2 | i | i | -8 | -30 | 8 | -3 | 0
CCC1NC(=O)c2cccnc2-n2c1nc1ccc(OC)cc1c2=O (configuration not stated)
 : 4 | -10 | i | i | 2 | 0 | 1 | -1 | -5
CCC(C)N1CC(C(=O)O)CC1=O (configuration not stated)
 : 1 | -8 | i | i | 0 | -9 | 1 | 2 | -3
N#CCCN(C(=O)COC(=O)Cc1ccc(Br)cc1)c1ccccc1
 : -2 | 5 | i | i | 1 | 8 | -1 | 0 | -5
O=C(O)c1ccccc1C(=O)Nc1ccc(Nc2ccc([N+](=O)[O-])cc2[N+](=O)[O-])cc1
 : 6 | 3 | i | i | -6 | 9 | 4 | -9 | -1
COc1ccc(-c2cc(C(F)(F)F)nc(SCC(N)=O)n2)cc1
 : 2 | -17 | i | nt | 12 | -3 | 2 | -2 | -4
Fc1ccc(NC(=S)N2CCc3ccccc32)cc1
 : -1 | 7 | i | i | -4 | -82 | 4 | -1 | -2
CN(C)C(=O)c1ccc2c(c1[N+](=O)[O-])C(=O)c1ccccc1C2=O
 : -20 | -2 | i | i | 26 | 28 | 35 | -8 | 7
Cc1cc(NC(=O)Nc2cc(Cl)sc2Cl)no1
 : -1 | 3 | i | i | 21 | 14 | 1 | 5 | 0
COC(=O)c1ccc(Cl)c(NC(=O)CN(c2ccc(OC)c(OC)c2)S(C)(=O)=O)c1
 : 0 | -2 | i | i | 1 | 1 | -3 | -1 | -2
CCOC(=O)c1cc(NC(=O)Nc2cc(C)ccn2)c(C)nc1C
 : 2 | 3 | i | i | -14 | 1 | 2 | 1 | -7
O=C(NNC(=O)C1CCN(C(=O)Nc2ccccc2)CC1)c1ccc(F)cc1
 : 0 | -7 | i | i | 12 | -3 | 0 | 4 | -7
Cc1ccc(NC(=O)CSc2nc(-c3ccco3)cc(C(F)(F)F)n2)cc1C
 : -3 | -2 | i | i | -9 | -8 | -17 | -3 | 7
O=C(O)COc1ccc(C=C2SC(=S)N(c3ccccc3)C2=O)cc1
 : -1 | -8 | i | i | -6 | 19 | 0 | 0 | 3
CC1C(=O)Nc2ccc(S(=O)(=O)N3CCN(c4cccc(C(F)(F)F)c4)CC3)cc2NC1=O (configuration not stated)
 : 5 | 9 | i | i | 1 | 25 | 7 | 1 | 10
Cc1cccc(C)c1OCC(=O)Nc1ncn[nH]1
 : -6 | -7 | i | i | -6 | 0 | 2 | 3 | 1
Cc1ccc(S(=O)(=O)Cc2ccc(C(=O)N3CCC(C(N)=O)CC3)o2)cc1
 : 2 | -6 | i | i | -18 | -4 | 0 | -1 | -3
c1ccc(Cc2ccc(OCCn3cncn3)cc2)cc1
 : -10 | -3 | i | i | -9 | -1 | -2 | 4 | 5
O=C(OCN1C(=O)c2ccccc2C1=O)c1ccc(Cl)nc1
 : 3 | -4 | i | i | -3 | 9 | 0 | 0 | -8
COc1ccc(NC(=O)CN(C)C(=O)c2ccc(OCc3ccccc3)c(OC)c2)cc1
 : -4 | -1 | i | i | 11 | -19 | -1 | 0 | -4
Cc1nc(NC(=O)COC(=O)C(NC(=O)c2ccco2)C(C)C)c(Cl)cc1Cl (configuration not stated)
 : -1 | -4 | i | i | 13 | 2 | 4 | -1 | -6
COc1ccc(Br)cc1C1Nc2cccc3cccc(c23)N1
 : 1 | 6 | i | i | 2 | 20 | 5 | 3 | 1
O=C(CN1C(=O)C2C3C=CC(C3)C2C1=O)Nc1nc2ccccc2[nH]1 (configuration not stated)
 : -2 | -6 | i | i | 12 | 9 | 1 | -2 | 3
COc1ccc(C2C3C(C)=NN=C3CC(C)(O)C2C(C)=O)cc1 (configuration not stated)
 : -2 | -5 | i | i | 5 | 7 | 1 | 2 | 1
Cc1cc(C)cc(OC(=O)CCN2C(=O)C3C4C=CC(C5CC45)C3C2=O)c1 (configuration not stated)
 : -1 | -2 | i | i | 3 | 11 | 0 | -2 | -3
Cc1cc(C)c(S(=O)(=O)N2CCN(C(=O)c3ccc(-n4cncn4)c([N+](=O)[O-])c3)CC2)c(C)c1
 : -1 | -3 | i | i | -15 | -9 | -1 | 2 | 7
CCC(=O)Nc1nnc(S(=O)(=O)N2c3ccccc3CC2C)s1 (configuration not stated)
 : 0 | -10 | i | i | -4 | -2 | -1 | 2 | -2
CC(=O)Cc1cc(O)c2ccccc2c1OC(=O)c1ccccc1
 : 3 | 5 | i | i | 8 | 4 | -103 | 2 | -10
Cc1ccc(-c2ncns2)cc1
 : 2 | -5 | i | i | 8 | 15 | -3 | -1 | -1
Cc1ccc(C(=O)NCC(c2ccco2)N2CCc3ccccc32)cc1C (configuration not stated)
 : 12 | 17 | i | i | 26 | 4 | -6 | 3 | -3
O=c1c(C=NCc2ccccc2)c(NCc2ccccc2)nc2ccccn12
 : 8 | 24 | i | i | 2 | 15 | 0 | 1 | 4
COc1ccccc1CC(NC(C)=O)C(=O)NC1CCN(C(=O)c2cccc(Cl)c2)CC1 (configuration not stated)
 : 0 | 0 | i | i | -6 | -3 | 2 | -1 | -3
CC(=O)/C(=C(/O)c1ccccc1)c1nc2ccccc2[nH]1
 : -4 | -4 | i | i | 4 | 8 | -10 | 2 | -5
O=C(O)CCC(=O)N1CCCC1
 : 4 | -11 | i | i | 0 | -1 | 2 | 1 | 1
O=C(Cc1ccccc1F)NNC(=O)c1ccncc1
 : -1 | 7 | i | i | 3 | -2 | 4 | 4 | -5
COc1ccc(Cn2c(O)c(C=Nc3ccc(OC)cc3)c3ccccc3c2=O)cc1
 : -5 | 26 | i | i | 10 | -3 | -11 | -2 | 7
COc1cc(OC)c(S(=O)(=O)N2CCN(C(=O)c3ccccc3F)CC2)cc1NC(C)=O
 : -2 | -2 | i | i | -2 | -3 | 1 | -4 | -5
CCCCN(C(=O)c1ccc(NC(=O)C(C)C)cc1)c1ccccc1
 : -4 | -3 | i | i | 3 | 0 | 5 | -4 | 1
CCC(C)c1ccccc1OCCCCN1CCCC1 (configuration not stated)
 : 4 | -11 | i | i | 4 | -5 | 2 | 0 | -5
Cc1cccc2[nH]c(SCC(=O)N3CCOCC3)nc12
 : 5 | -6 | i | i | 7 | -9 | -1 | -3 | 0
Cc1ccc(NC(=O)COC(=O)CN2C(=O)NC3(CCCC3)C2=O)cc1Cl
 : -6 | -3 | i | i | 0 | 0 | 1 | 2 | -7
O=C1C=CC(=O)N1c1ccc2ccccc2c1
 : -1 | 0 | i | i | 4 | 35 | -3 | 4 | 4
COC(=O)c1nn(-c2ccc(Cl)cc2)c(=O)cc1Sc1ccccn1
 : 0 | -3 | i | i | 2 | 12 | 2 | -2 | 7
CC(=O)c1cccc(S(=O)(=O)N2CCC(C(=O)Nc3cccc(C(=O)NC4CC4)c3)CC2)c1
 : -3 | -6 | i | i | 12 | -5 | 7 | -3 | 1
Cc1cccnc1C(NC(=O)C1CCN(CCOc2ccc(Cl)cc2Cl)CC1)c1ccc(Cl)cc1 (configuration not stated)
 : 0 | 20 | i | i | -8 | 0 | -10 | -1 | 0
CC(C)OC(=O)Cn1c(=O)oc2ccccc21
 : -2 | -5 | i | i | -5 | -6 | 4 | -2 | 4
Nc1nonc1-n1nnc(C(=O)N/N=C/c2cccs2)c1CSc1ccccc1
 : 3 | -4 | i | i | -15 | 4 | -8 | 2 | 3
Cc1ccc(S(=O)(=O)/N=C(/Nc2nc(C)cs2)c2ccccc2)cc1
 : -2 | -3 | i | i | -11 | 11 | -7 | 1 | -3
COc1ccc(-c2[nH]ncc2CN(C)Cc2cc(C)[nH]n2)c(F)c1
 : -6 | -7 | i | i | 9 | 0 | -9 | 0 | -6
CC(=NNC(=O)c1ccncc1)c1ccc(O)cc1O
 : 2 | -2 | i | i | -5 | 10 | nt | -1 | 1
Cc1nn(C)cc1CNC(=O)c1cccc(Br)c1
 : 3 | -6 | i | i | -6 | 0 | -2 | 0 | -4
CCc1cc(=O)oc2cc(C)cc(OCC(=O)C(C)(C)C)c12
 : 2 | 10 | i | nt | 0 | 8 | 3 | 3 | -5
CCOc1ccc(OCCn2c(=S)[nH]c3c(N)ncnc32)cc1
 : -10 | -2 | i | i | 5 | -26 | 3 | -3 | -1
Cc1ccc2nc3c(cc(C#N)c(=O)n3-c3nccs3)c(=O)n2c1
 : -2 | -5 | i | nt | 10 | 2 | -1 | -2 | 1
CN1[C@@H]2CC[C@H]1CC(OC(=O)[C@H](CO)c1ccccc1)C2 (some centres not stated)
 : -1 | -7 | i | i | -24 | 14 | -2 | 3 | 1
O=C(NCc1cccnc1)c1cc(Sc2ccc(F)cc2F)nc2ccccc12
 : -9 | -1 | i | i | 0 | -5 | -10 | -3 | 0
O=C(O)c1ccc2cccnc2c1O
 : 1 | -5 | i | i | -14 | 9 | 5 | -1 | -4
CC1(C)NC(=O)N(CC(=O)N2CCN(S(=O)(=O)c3ccccc3F)CC2)C1=O
 : -1 | -2 | i | i | 0 | -4 | 1 | 2 | -4

Screens: PubChem BioAssay, several laboratories
